Assay outcomes: PubChem BioAssay, National Center for Advancing Translational Sciences (NCATS)
PI4K2A block – PI4K2A (human) kinase inhibition. Q9BTU6. purified PI4K2A, ADP-Glo luminescence, 1 h; hits give low values. activity change, negative = inhibition, % at 76.9 µM. 0.13% of 420,000 active; in the data active = activity change below about -50%; inconclusive = mostly about -30% to -49%;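 note: -100% = wells without enzyme as full effect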
Target sequence (Q9BTU6 whole entry, looked up): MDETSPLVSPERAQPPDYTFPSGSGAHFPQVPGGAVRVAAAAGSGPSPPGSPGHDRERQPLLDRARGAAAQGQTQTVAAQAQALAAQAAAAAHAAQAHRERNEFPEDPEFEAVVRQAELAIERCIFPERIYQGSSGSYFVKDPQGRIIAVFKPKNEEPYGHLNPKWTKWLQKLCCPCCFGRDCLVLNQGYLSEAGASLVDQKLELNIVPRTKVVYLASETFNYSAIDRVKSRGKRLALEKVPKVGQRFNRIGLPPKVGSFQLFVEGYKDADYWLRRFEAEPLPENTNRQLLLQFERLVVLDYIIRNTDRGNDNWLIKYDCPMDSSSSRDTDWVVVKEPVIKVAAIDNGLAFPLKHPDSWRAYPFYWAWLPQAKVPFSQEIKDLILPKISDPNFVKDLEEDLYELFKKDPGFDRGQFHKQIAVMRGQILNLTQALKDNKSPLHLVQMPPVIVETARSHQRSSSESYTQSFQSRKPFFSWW
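ADP-Glo luminescence measured ADP generated by PI4K2A enzyme (4 ug/mL before mixing) with 1.2 mM PI substrate (pre-mix) and 300 microM ATP (pre-mix). Tris pH7.5 buffer with MgCl2, Triton X-100; 1 h reaction at ambient temperature.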
PGK inhibitor – inhibitors of T. brucei phosphoglycerate kinase | 0.043% of 380,000 active | P07378 | AID 602233 | Potency, µM (highest dose often 57.5 µM), for the others: at the top dose activity change, negative = inhibition, most hits filed as inhibitors | PGK/GAPDH coupled, Kinase-Glo luminescence, 60 min; note: potency is the fitted concentration of half-maximal effect; % is set by controls: 0 for no effect and ±100 for the full control effect; nearly all actives have a fitted effect of over 60% in size
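Luminescent ATP detection (Kinase-Glo Plus) follows a 60-minute room-temperature incubation, with wells lacking PGK as controls. Buffer: 100 mM TEA (pH 7.6), 5 mM MgCl2, 0.01% Tween-20. Coupling enzyme GAPDH (100 nM final) supplies unstable 1,3-BPG in-well.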
G9a inh – G9a (human) methyltransferase inhibition; Potency, µM (highest dose often 102 µM), for the others: at the top dose activity, negative = inhibition, most hits filed as inhibitors; AID 504332; G9a H3K9 monomethylation, AlphaScreen, 2 h; 8.8% of 350,000 active; Q96KQ7; note: potency is the fitted concentration of half-maximal effect; % is set by controls: 0 for no effect and ±100 for the full control effect; nearly all actives have a fitted effect of over 75% in size
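Readings reflect AlphaScreen signal from monomethyl-H3K9 antibody detection. HMT at 20 nM; substrate b-H3K9 500 nM; cofactor SAM 20 uM; 2 h RT reaction; compounds tested as titrations in qHTS with 15 min preincubation.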
ERG-DNA inh – inhibitors of human ERG Ets domain-DNA interaction; fluorescence polarization, His-ERG Ets domain / labelled DNA; 0.028% of 370,000 active; Potency, µM (series often up to 76.9 µM), for the others: at the top dose FP activity, negative = inhibition, usual class: inhibitors; P11308; active = well fitted inhibition curve with a large enough effect in the polarisation, with a control signal flat; inconclusive = small, poorly fitted or top-dose-only effect, or effect the other way, or a change in a side signal; inactive = no such curve, though single readings can be large or run the other way; the % refers to the polarisation;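 note: polarization taken with two DNA probes labelled with fluorescein and Texas red; potency is the fitted concentration of half-maximal effect; % of control where 0% means no effect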
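His-tagged ERG Ets domain (1 uM in the protein solution; 300mM KCl, 50mM Tris-HCl, 1mM EDTA, 1mM DTT, pH 7.5) received compound, then a probe mix of 5 nM fluorescein-DNA and 100nM Texas-615-DNA. Fluorescence polarization was read for both dyes.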
HP1b binding inh – inhibitors of HP1-beta chromodomain binding to methylated histone tails; Potency, µM (highest dose often 114 µM), for the others: top-dose activity change, negative = inhibition, actives largely listed as inhibitors; 0.56% of 390,000 active; AlphaScreen HP1-beta / biotin-H3K9me3 peptide binding; AID 540317; P83916; note: potency is the fitted concentration of half-maximal effect; nearly all actives have a fitted effect of over 70% in size; inactives centre near 23
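HP1-beta protein (50 nM final) preincubated 30 min at room temperature with biotinylated H3(1-18)K9me3 peptide (50 nM) in PBS pH 7.4, 0.01% Tween-20, then compound added for 30 min. AlphaScreen streptavidin donor/nickel chelate acceptor beads (10 ug/mL final), 30 min dark, luminescence read.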
Pin1 inhibitor – blocks the human prolyl isomerase Pin1. Q13526. Pin1 FP peptide displacement, HiFluor488, 10 min. Potency, µM (top dose mostly 115 µM), for the others: at the highest dose activity, negative = inhibition, actives largely listed as inhibitors. 0.009% of 390,000 active. AID 504891; active = well fitted inhibition curve with a large enough effect in the polarisation, with a control signal flat, not every such curve was filed as active; inconclusive = small, poorly fitted or top-dose-only effect, or effect the other way, or a change in a side signal; inactive = no such curve, though single readings can be large or run the other way; the % refers to the polarisation; note: potency is the fitted concentration of half-maximal effect; % is set by controls: 0 for no effect and ±100 for the full control effect
BAZ2B block – blocks human BAZ2B; Q9UIF8; AlphaScreen BAZ2B-H3K14Ac peptide displacement; Potency, µM (top dose mostly 114 µM), without a hit: top-dose activity change, negative = inhibition, usual class: inhibitors; 4.4% of 360,000 active; AID 504333; note: potency is the fitted concentration of half-maximal effect; % is set by controls: 0 for no effect and ±100 for the full control effect; nearly all actives have a fitted effect of over 60% in size
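Complex of BAZ2B and biotin-H3K14Ac (50 nM apiece) forms over 30 min at RT, then faces library compounds up to 110 uM for another 30 min; AlphaScreen beads added, 20 min dark incubation, luminescence read.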
JMJD2A Tudor – JMJD2A Tudor domain (human) inhibition; O75164; Potency, µM (highest dose often 114 µM), without a hit: at the highest dose activity change, negative = inhibition, hits mostly inhibitors; AID 504339; 4.4% of 390,000 active; AlphaScreen JMJD2A-Tudor / H3K4me3 peptide binding; note: potency is the fitted concentration of half-maximal effect; % is set by controls: 0 for no effect and ±100 for the full control effect; nearly all actives have a fitted effect of over 50% in size
GLS inhibitor – inhibitors of human glutaminase (GLS). GLS enzymatic activity, qHTS titration. Potency, µM (titrated, usually from 45.5 µM), for inactives: top-dose activity change, negative = inhibition, hits mostly inhibitors. 0.21% of 410,000 active. AID 624170; note: potency is the fitted concentration of half-maximal effect; % is set by controls: 0 for no effect and ±100 for the full control effect
Target sequence (O94925 whole entry, looked up): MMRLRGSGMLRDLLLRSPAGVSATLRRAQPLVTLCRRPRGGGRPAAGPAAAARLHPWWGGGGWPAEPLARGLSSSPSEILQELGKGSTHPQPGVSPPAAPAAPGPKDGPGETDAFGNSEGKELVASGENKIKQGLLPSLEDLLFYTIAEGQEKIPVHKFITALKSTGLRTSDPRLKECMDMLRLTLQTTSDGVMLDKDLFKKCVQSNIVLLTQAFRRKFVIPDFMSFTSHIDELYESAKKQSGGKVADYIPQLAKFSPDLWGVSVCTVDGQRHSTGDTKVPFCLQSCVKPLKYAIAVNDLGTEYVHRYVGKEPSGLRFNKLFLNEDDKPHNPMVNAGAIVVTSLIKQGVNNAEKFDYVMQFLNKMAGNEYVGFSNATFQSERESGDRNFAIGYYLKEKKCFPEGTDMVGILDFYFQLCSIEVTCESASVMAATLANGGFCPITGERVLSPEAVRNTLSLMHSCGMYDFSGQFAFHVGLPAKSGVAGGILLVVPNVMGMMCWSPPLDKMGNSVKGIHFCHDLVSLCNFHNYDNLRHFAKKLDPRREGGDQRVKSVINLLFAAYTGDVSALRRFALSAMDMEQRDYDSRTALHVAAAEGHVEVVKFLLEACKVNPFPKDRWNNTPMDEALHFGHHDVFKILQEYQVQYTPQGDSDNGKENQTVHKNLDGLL
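hKGA; 45 mM KH2PO4 pH 8.2 + 0.02% Tween-20; cpd via pin tool; 1 mM Gln soln; GluOx/HRP/Amplex Red; RT 30 min; fluor. t0 & final.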
Active calls of the source: *; i = inactive; ? = inconclusive; nt = no result given; [ ] = another dose, or the depositor's remark. Unless noted, calls come from the whole dose curve; as a rule, active = well fitted curve in the direction sought with a large enough effect; inconclusive = small, poorly fitted or top-dose-only effect, or another doubt; inactive = no such curve, though single readings can be large; an effect the other way counts as inactive or inconclusive.

SMILES | PI4K2A block | PGK inhibitor | G9a inh | ERG-DNA inh | HP1b binding inh | Pin1 inhibitor | BAZ2B block | JMJD2A Tudor | GLS inhibitor
CCn1cc(C(=O)NC(C)C2CC3CCC2C3)cn1 (stereo not drawn) | -1 | 3% | -3%[59 µM] | -10% | 28% | 2% | 0% | 2% | 7%
COC(=O)[C@]1(Cc2ccccc2)N[C@H](CN(C)S(=O)(=O)c2ccc(F)cc2)[C@@H]2C(=O)N(Cc3ccccc3)C(=O)[C@@H]21 | -1 | -7% | nt | 8% | 21% | 47%[activator] | nt | -17% | 4%
Cc1ccc(NCc2nnc(SCC#N)o2)c(C)c1 | 1 | -4% | ? | nt | 7% | -1% | 4% | -13% | 3%
CC(=O)Nc1c(C#N)c(C(C)(C)C)cn1C | 1 | nt | 13%[59 µM] | nt | 29% | -8% | -6% | -5% | 0%
CCN(CC)S(=O)(=O)c1cccc(NC(=O)/C=C/c2ccc([N+](=O)[O-])cc2)c1 | 0 | 3% | -2% | 2% | 11% | 3% | -2% | -23% | 14%
Cc1ccc(S(=O)(=O)N2CCN(S(=O)(=O)c3cccs3)CC2)cc1 | 4 | -6% | 60%[activator] | -16% | 23% | 3% | -4% | -6% | -3%
CCOC(=O)CNC(=O)COc1ccc(Cl)cc1Br | 7 | 2% | 0%[59 µM] | 4% | 14% | -2% | 12% | -17% | 0%
CCN(C(=O)c1noc2c1COc1ccc(C)cc1-2)c1cccc(C)c1 | 2 | 1% | 5%[59 µM] | 4% | 31% | -5% | 3% | -12% | 4%
CC(=O)Oc1ccc(C(=O)Nc2ccccc2C(=O)Nc2ccc(C(=O)O)cc2)cc1 | -5 | -9% | nt | ? | 32% | 1% | 10% | -9% | 4%
CN(C(=O)c1cccc(C(F)(F)F)c1)C1CCCc2ccccc21 (stereo not drawn) | -2 | -2% | -10% | -11% | 1% | -6% | -1% | -6% | -12%
Cc1nc2sccn2c(=O)c1S(=O)(=O)NCCc1ccc(Cl)cc1 | -4 | i | 47% | 4% | 33% | -10% | 1% | -8% | -8%
Cn1cnc2c1c(=O)n(Cc1ccccc1C#N)c(=O)n2C | 5 | i | 11%[2.33 µM] | -10% | 18% | -2% | 8% | -14% | -19%
Clc1ccccc1CSc1nc2ccncc2[nH]1 | -8 | -6% | 45µM* | -1% | -1% | -1% | 9% | -20% | 14%
S=C(Nc1ccccc1Cl)NC1CCN(Cc2ccccc2)CC1 | 4 | -12% | 1%[59 µM] | 6% | 15% | -6% | -23% | -21% | 9%
C=CCSc1ncc(-c2ccccc2)cn1 | -5 | -1% | 56%[activator] | -6% | 165%[activator] | 0% | 100%[activator] | 87%[activator] | 8%
O=C(N/N=C/c1ccc(O)cc1O)c1ccc(NC(=O)C2CCCCC2)cc1 | 3 | 10% | 51% | -1% | 51%[activator] | 6% | -14% | -18% | 13%
COc1ccccc1N1CCN(C(=O)C(=O)N/N=C/c2ccccc2F)CC1 | -2 | i | 11% | 16% | 35% | 4% | 1% | -7% | -7%
CCCn1c(CN2CCN(C(=O)OCC)CC2)nc2cc(NC(=O)C(C)C)ccc21 | -6 | 6% | 4% | -8% | 34% | -1% | -1% | -12% | 5%
COc1ccc(-c2cc(-c3c(O)c(OC)c4occc4c3OC)[nH]n2)cc1 | -3 | -5% | 15%[12.7 µM] | -14% | 0% | 2% | -37% | ? | 8%
COc1ccc(N2C(=O)C(Cl)=C(Nc3c(C)n(C)n(-c4ccccc4)c3=O)C2=O)cc1 | -3 | nt | 8.9µM* | nt | 17% | -4% | ? | ? | 12%
Cc1nc2cc(Cl)c(Cl)cc2n1-c1ccccn1 | 3 | -7% | 6%[2.33 µM] | -5% | 52%[activator] | 24% | 8% | 1% | -7%
Cc1ccccc1CNC(=O)c1cnc2sc(N3CCC(C)CC3)nn2c1=O | -2 | -12% | -2%[59 µM] | -12% | 18% | 0% | 1% | 0% | -28%
Cc1ccc(C(=O)N/C(=C\c2ccc(-c3ccc([N+](=O)[O-])cc3)o2)C(=O)NC2CCS(=O)(=O)C2)cc1 (stereo not drawn) | -2 | 0% | -6%[59 µM] | 9% | 35% | ? | -23% | -3% | 1%
Nc1nc(-c2ccco2)nn1C(=O)c1cccnc1 | 5 | 1% | 50µM* | 7% | 63%[activator] | 13% | 7% | -6% | 34%[activator]
COc1ccccc1C(=O)NCCC(=O)Nc1cccc(C)n1 | -2 | -3% | nt | 2% | 26% | 0% | -2% | -21% | 2%
O=C(CSc1c[nH]c2ccccc12)N1CCCc2ccccc21 | -2 | -12% | ? | 21% | 30% | 4% | -9% | -22% | 10%
COc1ccccc1NC(=O)c1nnn(CC(=O)Nc2cc(C)cc(C)c2)c1N | 1 | 9% | -2% | -4% | 27%[57 µM] | 1% | -1% | -14% | -4%
COCCn1c(CNC(=O)c2cccc(N(C)C)c2)nc2cccnc21 | -2 | -5% | 19%[59 µM] | 0% | 5%[57 µM] | -5% | -2% | -10% | 7%
CC1S/C(=N/N=C/c2ccco2)N(Cc2ccc(F)cc2)C1=O (stereo not drawn) | 1 | -6% | 50µM* | 4% | 16% | 14% | ? | -17% | 0%
COc1cc([N+](=O)[O-])ccc1NC(=O)CSc1n[nH]c(C(C)C)n1 | 3 | 2% | ? | 8% | 45%[activator] | 1% | -18% | -6% | -69%
Cc1ccoc1C(=O)Nc1cccc2ccccc12 | -1 | -4% | -3%[59 µM] | -15% | 36% | 0% | -23% | -13% | 1%
CCC(C)NC(=O)CSc1ncccc1C(=O)O (stereo not drawn) | 0 | i | ? | nt | 25% | -3% | -4% | -22% | 1%
O=C(c1ccccc1)N1CCN(S(=O)(=O)N2CCOCC2)CC1 | -1 | -3% | 17% | 6% | -7% | 1% | -4% | -5% | 0%
Cc1cc(=O)oc2cc(OCC(=O)NCCc3nc4ccccc4[nH]3)ccc12 | -8 | 2% | 50µM* | -1% | 15% | -2% | 3% | -13% | -5%
CCC(=O)c1c[nH]c(C(=O)NCc2ccco2)c1 | -7 | 1% | -7%[12.7 µM] | -2% | 14% | -4% | 5% | 9% | 4%
Cc1ccc(Cl)cc1NC(=O)Cn1cccc1 | -1 | i | -2%[59 µM] | -17% | 13% | -12% | -7% | -26% | -11%
CC(=O)c1csc(COc2cc(Cl)cc(Cl)c2)n1 | 1 | i | 25%[59 µM] | 3% | 53%[activator] | 0% | 3% | 7% | 2%
CC(C)CC(COCc1cccc(Cl)c1)N1CCN(C(=O)c2ccc(C(F)(F)F)cc2)CCC1=O (stereo not drawn) | -2 | 1% | ? | -12% | 44%[activator] | 14% | -2% | -9% | 5%
CCOc1ccc(S(=O)(=O)N(CC(=O)Nc2cc(C)on2)Cc2ccccc2Cl)cc1 | -1 | -3% | 6%[59 µM] | nt | 29% | 0% | -19% | -21% | 6%
CCOC(=O)CSc1nc(C2CC2)cc(-c2ccc(Cl)cc2)c1C#N | -4 | i | -2%[59 µM] | 10% | 20% | 12% | 19% | -17% | -17%
Cc1ccc(-c2nn(CCC#N)cc2C=C(C#N)C#N)cc1 | -3 | 1% | 9%[59 µM] | nt | 38%[activator] | -2% | -3% | -5% | 4%
COc1ccc(Nc2ccc(N3C(=O)CC(C)C3=O)cc2[N+](=O)[O-])cc1OC (stereo not drawn) | -16 | -5% | ? | -5% | ? | 0% | ? | ? | 3%
Cc1cccc(NC(=O)CC2C(=O)NCCN2C(=O)Nc2ccc(Cl)cc2)c1 (stereo not drawn) | 4 | i | nt | -27% | 24% | -3% | -9% | -14% | -4%
CCC(C)[C@H](NC(=O)NC1CCCc2ccccc21)C(=O)O (stereo partly drawn) | -3 | -6% | -1%[59 µM] | -11% | 16% | 1% | 5% | -8% | 1%
COc1ccc(C(=O)c2ccccc2)c(OCC(=O)N(C)C)c1 | 4 | i | 8% | -1% | 28% | -1% | -3% | -8% | -11%

As entered above:
For Pin1 inhibitor, COc1ccc(Nc2ccc(N3C(=O)CC(C)C3=O)cc2[N+](=O)[O-])cc1OC (stereo not drawn) has the entry 0%
For BAZ2B block, O=C(c1ccccc1)N1CCN(S(=O)(=O)N2CCOCC2)CC1 has the entry -4%

Next part
SMILES | PI4K2A block | PGK inhibitor | G9a inh | ERG-DNA inh | HP1b binding inh | Pin1 inhibitor | BAZ2B block | JMJD2A Tudor | GLS inhibitor
Cc1ccc(S(=O)(=O)CCC(=O)OCC(=O)N2CC(=O)Nc3ccccc32)cc1 | 2 | -1% | -3%[59 µM] | -12% | 39%[activator] | 2% | 5% | -5% | -8%
CCCCNC(=O)C1CC(c2ccc(C(F)(F)F)cc2)=NO1 (stereo not drawn) | -3 | 0% | 31%[59 µM] | -2% | 29% | -1% | 5% | -7% | 0%
COc1ccc(CNCCSc2nnnn2C)cc1OC | -1 | 1% | -51%[2.33 µM] | -3% | 9% | -1% | -35% | -7% | -6%
COC(=O)[C@@]1(Cc2ccc(OC)cc2)[C@H]2c3cc(C(=O)N4CCCC4)n(CCSCCO)c3C[C@H]2CN1C(=O)c1ccccc1 | 4 | -10% | 35µM* | 2% | 31% | -8% | ? | -16% | 2%
COC(=O)CN1C(=O)S/C(=C/c2ccc(N3CCCCC3)o2)C1=O | -16 | -4% | 27%[0.501 µM] | ? | ? | ? | 45µM* | 35µM* | -23%
COc1ccccc1C(=O)Nc1ccc(OCc2nnc3c4ccccc4c(C)nn23)cc1 | 1 | 1% | 3%[59 µM] | 4% | 26% | 23% | -4% | -4% | 7%
